Rv3671c inh = Rv3671c (M. tuberculosis) protease inhibition; P9WHR9; inhibition, % at 5.96 µM; 320,000 tested, 0.048% active; AID 2606; in the data active = inhibition above about 38%;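 note: extracellular domain of Rv3671c used as enzyme; 0% = enzyme with DMSO and 100% = no enzyme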
Target sequence (P9WHR9 whole entry, looked up, the tested form may be a part): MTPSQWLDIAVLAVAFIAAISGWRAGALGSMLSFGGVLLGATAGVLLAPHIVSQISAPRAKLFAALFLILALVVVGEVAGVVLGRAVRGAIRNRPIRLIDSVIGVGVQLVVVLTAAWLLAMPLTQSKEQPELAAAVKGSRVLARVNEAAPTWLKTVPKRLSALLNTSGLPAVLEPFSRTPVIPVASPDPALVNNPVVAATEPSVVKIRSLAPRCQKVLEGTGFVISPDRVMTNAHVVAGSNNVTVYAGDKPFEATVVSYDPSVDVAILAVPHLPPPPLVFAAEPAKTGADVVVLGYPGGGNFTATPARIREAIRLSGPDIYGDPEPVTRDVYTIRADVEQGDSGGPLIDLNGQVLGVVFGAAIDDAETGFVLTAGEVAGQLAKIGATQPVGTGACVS
UGM FP inh = inhibitors of M. tuberculosis UDP-galactopyranose mutase; purified UGM, fluorescence polarization probe displacement; P9WIQ1; 320,000 tested, 0.06% active; inhibition, % at 10 µM; AID 504406; in the data active = inhibition above about 10%, passing the limit was not always enough
Target sequence (P9WIQ1 whole entry, looked up): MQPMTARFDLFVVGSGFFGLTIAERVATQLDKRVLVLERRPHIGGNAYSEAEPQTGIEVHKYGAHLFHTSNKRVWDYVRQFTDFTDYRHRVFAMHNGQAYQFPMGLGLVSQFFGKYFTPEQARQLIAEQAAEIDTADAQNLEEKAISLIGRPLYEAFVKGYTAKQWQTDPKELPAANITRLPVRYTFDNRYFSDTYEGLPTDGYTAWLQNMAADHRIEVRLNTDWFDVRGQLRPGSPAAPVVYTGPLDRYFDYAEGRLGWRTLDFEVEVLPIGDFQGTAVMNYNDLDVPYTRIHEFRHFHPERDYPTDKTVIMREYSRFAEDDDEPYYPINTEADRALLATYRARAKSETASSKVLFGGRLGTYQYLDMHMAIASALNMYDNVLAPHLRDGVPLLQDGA
PriA SSB inh = inhibitors of Klebsiella pneumoniae PriA binding to SSB C-terminal tail; inhibition, % at 33 µM; AlphaScreen SSBct-PriA binding, biotinylated peptide; 430,000 tested, 0.6% active; in the data active = inhibition mostly above about 37%, no sharp cut-off; inactive = mostly below about 20%;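 note: plate controls were negative control peptide for no effect and reference peptide for full effect; strong numbers were not always called active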
DUSP3 inh = inhibitors of human VHR1 phosphatase (DUSP3); P51452; recombinant VHR phosphatase, pNPP absorbance; inhibition, % at 13.3 µM; 290,000 tested, 0.52% active; AID 1654; in the data active = inhibition above about 50%; note: some compounds called inactive have numbers as strong as hits
FBA Mtb inh = inhibits M. tuberculosis FBA enzyme | P9WQA3 | purified M. tuberculosis FBA, fluorescence read-out | inhibition, % at 1 µM | 360,000 tested, 2.3% active; in the data active = inhibition above about 27%;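 note: 0% = vehicle and 100% = reference inhibitor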
GDH-TPI counter = GDH-TPI coupled enzyme inhibition counter-screen; 360,000 tested, 1.2% active; inhibition, % at 4.8 µM; GDH-TPI coupled enzyme counterscreen, NADH absorbance; in the data active = inhibition above about 30%;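 note: 0% = DMSO wells and 100% = wells lacking the enzyme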
BioA inh = BioA (M. tuberculosis) enzyme inhibition. purified M. tuberculosis BioA enzyme, plate reader. 360,000 tested, 0.096% active. AID 602481. inhibition, % at 9.99 µM; in the data active = inhibition above about 40%
3CLpro inhibitor = SARS-CoV 3CLpro protease inhibition; inhibition, % at 6 µM; P0C6X7; recombinant SARS-CoV 3CLpro, quenched FRET peptide cleavage; 290,000 tested, 0.14% active; in the data active = inhibition above about 12%
MazEF act = activators of E. coli MazEF toxin-antitoxin RNase | P0AE70 | FAM/BHQ RNA-DNA oligo cleavage fluorescence, 5 h | activation, % at 20 µM | 350,000 tested, 0.32% active | AID 504720; in the data active = activation above about 50%
Target sequence (P0AE70 whole entry, looked up): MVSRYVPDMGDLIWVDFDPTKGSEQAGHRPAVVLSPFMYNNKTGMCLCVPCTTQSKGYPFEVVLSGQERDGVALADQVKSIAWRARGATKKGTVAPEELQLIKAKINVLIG
BH1578 lux ind = inducers of Vibrio cholerae quorum light production without autoinducers; activation, % at 18.7 µM; AID 588436; 350,000 tested, 0.16% active; V. cholerae BH1578 lux reporter, luminescence, 6 h; in the data active = activation mostly above about 9.7%, no sharp cut-off; note: not every result past the cut was called active; inactives centre near 0; reference of the scale not given here
The depositor's hits bear a star; i = inactive; . = no result given. An excerpt; rates above refer to the full screens.

Start of the listing, in advance, 4 compounds:
Values in the order: Rv3671c inh	UGM FP inh	PriA SSB inh	DUSP3 inh	FBA Mtb inh	GDH-TPI counter	BioA inh	3CLpro inhibitor	MazEF act	BH1578 lux ind
CCn1cnc2c1c(=O)n(CC(=O)Nc1ccc3c(c1)OC(F)(F)O3)c(=O)n2Cc1ccccc1
→ -9	1.9	-3	-23	7	10	-1.1	1	-1	i
CCOc1ccc(-c2nnn(CC(=O)Nc3cccc(OC)c3)n2)cc1OCC
→ -36	-3.9	9	-8	1	6	1.5	0	-9	-12
O=C(Cn1c2c(c(=O)n3ncnc13)CCC2)N/N=C/c1ccc(Cl)cc1
→ 3	2.0	i	-5	2	0	.	1	6	-0.5
Cc1cc(C)n(CCC(=O)N=Nc2c(O)[nH]c3ccc(Br)cc23)n1
→ 12	0.2	1	8	-1	9	.	0	2	2.2

Results (from the top)
Values in the order: Rv3671c inh	UGM FP inh	PriA SSB inh	DUSP3 inh	FBA Mtb inh	GDH-TPI counter	BioA inh	3CLpro inhibitor	MazEF act	BH1578 lux ind
CCn1cnc2c1c(=O)n(CC(=O)Nc1ccc3c(c1)OC(F)(F)O3)c(=O)n2Cc1ccccc1
→ -9	1.9	-3	-23	7	10	-1.1	1	-1	i
CCOc1ccc(-c2nnn(CC(=O)Nc3cccc(OC)c3)n2)cc1OCC
→ -36	-3.9	9	-8	1	6	1.5	0	-9	-12
O=C(Cn1c2c(c(=O)n3ncnc13)CCC2)N/N=C/c1ccc(Cl)cc1
→ 3	2.0	i	-5	2	0	.	1	6	-0.5
Cc1cc(C)n(CCC(=O)N=Nc2c(O)[nH]c3ccc(Br)cc23)n1
→ 12	0.2	1	8	-1	9	.	0	2	2.2
CCCn1c(N)c(C(=O)CSc2nnc(Cc3cccs3)n2C2CC2)c(=O)n(C)c1=O
→ -4	1.0	-3	.	-1	-7	-0.6	.	5	-0.6
Cc1ccc(NC(=O)CCC(=O)NNC(=S)Nc2ccccc2)c(C)c1
→ -1	2.4	-13	20	3	2	.	-2	-1	-0.3
COc1ccc(Cl)cc1NC(=O)CN1CCC(NC(=O)C2CC2)CC1
→ -7	2.9	3	4	-1	6	6.0	-1	11	-0.2
Cc1ccc(CN2CCN(/N=C/c3cccnc3)CC2)c(C)c1
→ -8	-3.7	.	17	-1	11	8.9	4	-12	-0.8
CC(C)Oc1ccc(/C=N/NC(N)=S)cc1
→ 11	-0.6	.	-17	-7	27	-0.7	-3	6	i
COCCn1c(SCC(=O)NC(=O)NCc2ccccc2)nc2ccccc2c1=O
→ -9	-1.2	7	.	1	7	0.8	.	3	i
CC1(C(=O)NS(=O)(=O)Cc2cccc(Cl)c2)CCN1C(=O)C1CCCCC1 (configuration not stated)
→ .	.	.	.	3	11	-0.3	.	.	-0.3
O=C(Nc1cc(C(F)(F)F)ccc1N1CCCC1)c1cccnc1
→ 1	-2.6	0	12	0	8	0.2	-2	2	-0.3
COc1nc(Cc2ccc(Cl)cc2)nc2ccccc12
→ 8	-5.5	-6	22	-2	-4	.	1	2	i
CCn1c(CNC(=O)C23CC4CC(CC(C4)C2)C3)nnc1SCC(=O)Nc1nnc(C)s1
→ 2	-1.0	-7	17	-3	3	-0.1	-5	5	-0.6
COc1ccc(Cn2c(=O)[nH]c3cc(C(=O)N4CCN(c5ccc(OC)cc5)CC4)ccc3c2=O)cc1
→ 0	1.0	0	36	-3	-9	-1.4	-3	13	-1.2
CC1CCCCN1CC(=O)c1ccc2cc[nH]c2c1 (configuration not stated)
→ -6	0.2	7	23	13	5	0.7	-2	9	i
CC(C)CCNC(=O)C(c1ccco1)N(C(=O)Cn1nnc2ccccc21)c1ccc2c(c1)OCO2 (configuration not stated)
→ -5	-0.3	-15	-15	2	4	-2.3	-1	-12	.
CCOC(=O)NC(Nc1ccc(OC)cc1)(C(F)(F)F)C(F)(F)F
→ 4	3.6	-1	8	1	3	.	-2	1	3.3
COc1ccccc1CC(=O)O/N=C(\N)Cc1cccc2ccccc12
→ 2	-0.2	i	3	0	4	-0.8	2	8	-2.1
Cc1cc(C)nc(CCNC(=O)c2cc(COc3ccccc3)on2)n1
→ 1	4.4	-3	12	2	5	-2.2	-3	1	i
O=C(NCc1ccccn1)Nc1ccc(Br)cc1Cl
→ 5	-1.7	-5	7	-1	1	-0.5	1	5	-0.3
CC(C)=C(NC(=O)c1ccccc1)C(=O)NCc1ccccc1
→ 2	-1.5	-5	32	0	3	.	1	-1	-0.3
COc1ccc(CN(C)C(=O)C2CC(=O)N(c3ccc4c(c3)OCCO4)C2)cc1 (configuration not stated)
→ .	.	.	.	0	-4	1.8	.	-2	-0.3
COc1ccc(/C=N/NC(=O)COc2cc(C)cc(C)c2)cc1COC(C)=O
→ -3	3.2	.	42	2	16	-0.7	4	7	-0.2
COC(=O)c1cccc(C23CC4(C2)[C@H](CN(Cc2ccc(-c5ccccc5)cc2)[C@@H]4c2ccccc2)C3c2ccccc2)c1 (some centres not stated)
→ -1	-0.4	-12	0	-1	-5	-1.3	.	-28	0.3
CCC(=O)N1CCc2cc(S(=O)(=O)N3CCN(C(=O)c4ccco4)CC3)ccc21
→ 6	2.8	-5	-25	3	3	0.0	2	-7	-0.4
O=C(COc1ccccc1)Nc1nc2cc3c(cc2s1)OCO3
→ -10	1.0	0	14	-1	-11	-1.7	-1	-38	0.8
CC(=O)c1ccc(N2CCN(C(=S)Nc3ccc(Oc4ccccc4)cc3)CC2)cc1
→ -4	0.3	-17	22	2	20	.	2	-19	i
Cc1ccc(C)c(CN2CCC(CNC(=O)CCc3nnc4ccc(N5CCC(C)CC5)nn34)CC2)c1
→ 3	1.7	0	27	4	7	-1.1	1	6	i
O=C(C(c1ccccc1)c1ccccc1)N1CCC(c2nc(-c3ccccc3Cl)no2)CC1
→ -11	-0.4	-15	.	4	2	-0.6	5	-7	-1.0
CN(C)CCCN(Cc1cc2cc3c(cc2[nH]c1=O)OCO3)C(=S)Nc1cccc(Cl)c1
→ -7	0.3	-4	-27	22	16	.	-1	3	-0.1
CC(Oc1ccc(Cl)cc1Cl)C(=O)NCCCN1CCOCC1 (configuration not stated)
→ -2	0.3	-5	12	0	7	-1.0	3	-3	-0.1
COc1ccc(C)cc1S(=O)(=O)Nc1cccc(C)c1
→ 6	-2.1	0	20	1	4	.	3	-13	-1.1
COc1ccc(NC(=O)C2CCCN(c3nn4c(=O)cc(C)nc4s3)C2)c(OC)c1 (configuration not stated)
→ -7	-1.0	-6	8	5	5	0.4	-6	8	-0.2
Cc1cccc(-c2nc(N)nc(N)n2)c1
→ 3	-1.4	1	12	-1	-4	.	3	3	i
COc1ccc(NS(=O)(=O)c2ccc(S(=O)(=O)N3CCOCC3)cc2)cc1
→ -8	0.1	13	7	45*	1	1.7	0	3	-0.3
COc1ccc(/C=N/NC(=O)CC(=O)NC2CCCCC2)cc1
→ 4	1.5	.	15	1	-1	1.7	-1	8	i
Cc1nnc(SCc2c(Cl)cccc2[N+](=O)[O-])s1
→ -10	-0.7	0	24	-3	3	.	4	8	-0.3
CC(=O)OC1CC2C(C)(C)C(=O)C=CC2(C)C2CCC3(C)C(c4ccoc4)OC(=O)C4OC43C12C (configuration not stated)
→ .	.	.	.	0	-1	-0.5	.	.	-0.3
CN(C)C=NC1=NN(c2cccc(C(F)(F)F)c2)CC1
→ 1	-2.7	-13	-4	-2	12	.	4	0	i
O=C(COC(=O)C1(c2ccccc2F)CCCC1)NC1CCS(=O)(=O)C1 (configuration not stated)
→ 4	-3.7	8	2	1	1	-0.4	-7	-12	i
O=C(c1ccccc1)c1cccn1CC(=O)N1CCc2ccccc2C1
→ -1	-1.4	-4	12	-3	3	6.9	5	2	-0.6
COCCN1C[C@@H](CO)O[C@@H](n2cnc3c(N4CCN(c5ccccc5)CC4)ncnc32)C1
→ .	.	.	.	-2	6	-1.3	.	.	i
COc1ccc(NS(=O)(=O)c2cc(Br)cc3c2N(C(C)=O)CC3)cc1
→ -9	1.7	-3	27	6	-8	-0.3	1	8	i
COc1cccc(CN2CCC(C(=O)N3CCN(Cc4ccc5c(c4)OCO5)CC3)CC2)c1OC
→ -1	-1.4	7	5	1	-3	-0.1	2	3	i
CCCOC(=O)c1ccc(Oc2cn[nH]c2-c2ccc(OC)cc2O)cc1
→ -7	-1.3	-10	25	1	16	-1.6	4	-1	.
CC(NC(=O)Nc1ccccn1)N1C(=O)C2C3C=CC(C3)C2C1=O (configuration not stated)
→ -6	0.1	-17	27	-1	1	1.6	5	3	-0.6
CCCCCSc1nnc2c(n1)OC(C)N(C(C)=O)c1ccccc1-2 (configuration not stated)
→ 4	1.1	-14	0	-3	20	2.1	-1	1	-0.3
CCOC(=O)c1cnn(C)c1NC(=O)c1ccc(Cl)cc1Cl
→ 9	-2.8	-10	16	-1	7	-0.9	2	1	i
COC1=C(OC)c2ccccc2C(C(=O)O)N/C1=C(/C)Nc1ccncc1 (configuration not stated)
→ 6	2.6	-10	32	3	15	-0.2	-2	-7	i
CCN1C(=NCc2ccccc2)N[C@@H](c2ccccc2)[C@H](C(=O)OC)[C@H]1C
→ -3	-1.0	-14	33	5	18	-5.2	-3	9	-4.5
CCCC(=O)N1CCN(c2nc3ccc(CC)cc3s2)CC1
→ -5	-2.6	1	6	-1	-8	-1.9	-2	-3	0.9
COc1ccc2c(c1)CCc1sc(NC(=O)c3ccc(C)cc3)nc1-2
→ -1	-1.3	-10	10	2	4	-1.1	-1	6	-0.5
O=C1NC(=Nc2ccc3ccccc3c2)S/C1=C/c1ccco1
→ -15	0.1	25	5	-15	4	-0.6	2	10	-0.9
Cn1c(N)c(C(=O)COC(=O)/C=C/c2ccc(OC(F)F)cc2)c(=O)n(C)c1=O
→ -10	-1.2	9	-2	-1	-1	.	1	17	-0.4
Nc1ncnc2c1ncn2[C@@H]1O[C@H](COP(=O)(O)CP(=O)(O)O)[C@@H](O)[C@H]1O
→ .	.	-6	.	1	-1	-0.2	.	-1	-0.2
O=C(NCc1ccccn1)C1CC(c2ccc(Cl)c(Cl)c2)=NO1 (configuration not stated)
→ -1	0.4	-6	27	0	4	0.4	-3	-6	6.2
O=C(NS(=O)(=O)c1ccc(NC(=O)C2CCCO2)cc1)c1ccccc1 (configuration not stated)
→ 4	-1.0	-8	-13	-1	10	0.1	1	-9	-2.5
CCOc1ccc(C(C)=O)cc1N1C(=O)C2C3C=CC(O3)C2C1=O (configuration not stated)
→ -10	2.9	4	-1	0	14	.	-3	3	1.0
CCCN(CC(=O)NC(=O)NCc1ccccc1)CC(=O)Nc1ccc(F)c(F)c1F
→ .	.	.	.	0	-1	0.2	.	-2	-0.9

Later entries.
Values in the order: Rv3671c inh	UGM FP inh	PriA SSB inh	DUSP3 inh	FBA Mtb inh	GDH-TPI counter	BioA inh	3CLpro inhibitor	MazEF act	BH1578 lux ind
CC(C)C(=O)NCCc1c[nH]c2ccccc12
→ -9	0.7	-7	-3	1	6	-0.6	3	-11	-2.0
O=C1/C(=C\c2ccc([N+](=O)[O-])cc2)CCc2ccccc21
→ 2	2.2	23	-2	1	16	.	0	3	-0.2
O=[N+]([O-])c1cc(C(F)(F)F)cc([N+](=O)[O-])c1N1CCN(S(=O)(=O)c2ccccc2)CC1
→ 6	0.1	2	-4	-4	2	0.7	-1	10	i
Cc1occc1C(=O)N/N=C/c1c(O)ccc2ccccc12
→ 14	4.6	.	30	-2	10	-0.5	4	11	0.1
O=C(Nc1ccccc1C(=O)O)c1ccc(NC(=O)C2CC2)cc1
→ -7	3.9	0	14	0	4	0.8	9	0	-0.3
CC(=O)c1c(C)[nH]c(C(=O)CSc2nnc(C3CCCCC3)n2N)c1C
→ -10	-1.7	-8	14	-4	3	12	1	5	-4.1
CC(C)(C)[C@H]1CCC(=O)N([C@H](CC#N)Cc2ccccc2)CC1
→ 1	-0.8	-18	24	-1	-4	0.4	-13	-2	i
Cc1sc2nc(CSC(C)C(=O)N3CCOCC3)[nH]c(=O)c2c1C (configuration not stated)
→ -8	0.0	-5	2	-1	-1	-1.8	5	0	i
COc1ccc(CCC(=O)c2ccc(OC)cc2)cc1
→ -7	-0.6	-20	.	2	10	1.3	.	7	i

Assay outcomes: PubChem, several laboratories
